# TbREL1 inh – TbREL1 RNA ligase inhibitors, primary screen, biochemical, FRET fluorescence; RNA-editing ligase 1, mitochondrial (Trypanosoma brucei brucei), P86926; TbREL1 RNA ligation; inhibition, % at 9.66 µM; actives 0.49% (n = 89,000); AID 1117264, 2014;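 active = inhibition above the mean inhibition across all screened compounds plus 3 SD, cut at about 11% in these data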;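 also: 0% = plate median of test wells and 100% = NSC42067 control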
# Target sequence (P86926 whole entry, looked up): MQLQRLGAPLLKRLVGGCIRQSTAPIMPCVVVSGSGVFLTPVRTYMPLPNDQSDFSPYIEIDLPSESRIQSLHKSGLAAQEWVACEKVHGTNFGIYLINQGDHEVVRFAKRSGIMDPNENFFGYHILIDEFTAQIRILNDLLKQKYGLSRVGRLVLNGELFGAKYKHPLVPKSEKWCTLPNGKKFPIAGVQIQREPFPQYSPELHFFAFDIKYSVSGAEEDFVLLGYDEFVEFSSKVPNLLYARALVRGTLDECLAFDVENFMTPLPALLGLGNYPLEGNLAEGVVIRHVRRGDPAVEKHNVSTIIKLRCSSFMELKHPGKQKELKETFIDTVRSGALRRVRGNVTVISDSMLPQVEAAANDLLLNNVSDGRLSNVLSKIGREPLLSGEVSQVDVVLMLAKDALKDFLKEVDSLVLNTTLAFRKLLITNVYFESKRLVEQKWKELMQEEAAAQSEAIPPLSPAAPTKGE
# The depositor's hits bear a star. The list is partial; count on the stated rates, not on these rows.
# Sample of the layout:
SMILES,TbREL1 inh
CN(C)S(=O)(=O)c1cccc(NC(=O)COc2ccccc2C(=O)Nc2ccccc2)c1,0.9
C=CCSc1nnc(NC(=O)c2ccc(Cl)nc2)s1,7.5
CCN(CC)CCCNS(=O)(=O)c1ccc(OC)cc1,-0.5
CCCCSc1nnc(-c2ccc(NC(=O)CCc3ccccc3)cc2)n1C,0.1
COc1ccc(N2CCN(S(=O)(=O)c3ccc(C(=O)NCc4ccco4)cc3)CC2)cc1,-4.4
CCc1nnc(NC(=O)c2cccc(OC)c2)s1,-0.4
COc1ccc(CNC(=O)C(c2ccc(C)o2)N(C(=O)c2snc(C(N)=O)c2N)c2ccccc2OC)cc1 (stereo unspecified),-2.6

# The list itself, from the first entry:
SMILES,TbREL1 inh
CN(C)S(=O)(=O)c1cccc(NC(=O)COc2ccccc2C(=O)Nc2ccccc2)c1,0.9
C=CCSc1nnc(NC(=O)c2ccc(Cl)nc2)s1,7.5
CCN(CC)CCCNS(=O)(=O)c1ccc(OC)cc1,-0.5
CCCCSc1nnc(-c2ccc(NC(=O)CCc3ccccc3)cc2)n1C,0.1
COc1ccc(N2CCN(S(=O)(=O)c3ccc(C(=O)NCc4ccco4)cc3)CC2)cc1,-4.4
CCc1nnc(NC(=O)c2cccc(OC)c2)s1,-0.4
COc1ccc(CNC(=O)C(c2ccc(C)o2)N(C(=O)c2snc(C(N)=O)c2N)c2ccccc2OC)cc1 (stereo unspecified),-2.6
COc1ccc(NC(=O)NCc2cccnc2)c(OC)c1,0.9
CCCCn1c(N)c(N(CCOC)C(=O)CCNC(=O)NC23CC4CC(CC(C4)C2)C3)c(=O)[nH]c1=O,-0.7
Cc1ccc(C(=O)NNC(=O)C2CCN(c3ncccn3)CC2)cc1,0.6
O=S1(=O)c2c(cccc2N2CC[C@H](O)C2)O[C@H]2CCN1C2,6.6
O=S(=O)(c1ccccc1)c1nc(-c2ccccc2Cl)oc1NCCN1CCOCC1,2.3
C[C@@]12C(=O)N(Cc3ccccc3)CC(=O)N1[C@H](/C=C/c1ccccc1)[C@@H]1C(=O)N(c3ccccc3)C(=O)[C@@H]12,-2.0
CCS(=O)(=O)C(=C(Nc1ccc(OC)cc1)Nc1ccc(OC)cc1)S(=O)(=O)CC,0.5
Nc1cc(=O)[nH]c(SCC(=O)Nc2ccc(N3CCOCC3)cc2)n1,-5.0
COc1ccc(NC(=O)c2ccc(S(=O)(=O)N3CCCCCC3)cc2)c(OC)c1,-4.2
COc1ccc(S(=O)(=O)N2CCN(C(=O)c3c(-c4ccccc4)noc3C)CC2)cc1,1.8
Cc1cc(F)ccc1-c1cc(C(=O)NCc2ccc(C(F)(F)F)cc2)[nH]n1,7.4
C#CCOCCOCCOCCNc1nc(N2CCN(C(=O)Cn3cc(CCCCN)nn3)CC2)nc(N2CCN(C(=O)Cn3cc(CCCCN)nn3)CC2)n1,6.3
CC1(C)C(=O)OC(C(=O)c2ccc(C(C)(C)C)cc2)C(C)(C)C1=O (stereo unspecified),-0.6

# 3 compounds out of the list, ordered by SMILES length, lowest first.
SMILES,TbREL1 inh
COc1ccc(NC(=O)c2ccc(S(=O)(=O)N3CCCCCC3)cc2)c(OC)c1,-4.2
CN(C)S(=O)(=O)c1cccc(NC(=O)COc2ccccc2C(=O)Nc2ccccc2)c1,0.9
COc1ccc(CNC(=O)C(c2ccc(C)o2)N(C(=O)c2snc(C(N)=O)c2N)c2ccccc2OC)cc1 (stereo unspecified),-2.6

# Next compounds.
SMILES,TbREL1 inh
CCOC(=O)N(C)C[C@H]1OCc2cnnn2CCCC(=O)N([C@@H](C)CO)C[C@@H]1C,-2.1
Cc1cccc(CCNC(=O)c2ccc3c(c2)ncn3C2CCCCC2)c1,-0.1
CCOc1ccc(C2=Nn3c(nnc3-c3ccccc3OC)SC2)cc1,3.2
OCC[C@H]1C[C@@H](O)[C@H](O)[C@@]2(CCc3ccccc3O2)O1,-1.2
CC(C)c1ccc2[nH]c3c(c2c1)CCC/C3=N\NC(=O)c1ccncc1,-0.9
O=C(NCCOc1ccccc1)C1CCC(=O)N(CCCN2CCCC2=O)C1 (stereo unspecified),2.2
OCCNC1=NCCN1,-5.1
CCCn1c(NCc2ccc(N(C)C)cc2)nc2ccccc21,-6.0
COc1cc(NC(=O)c2ccc3c(c2)OCO3)c2ncccc2c1,2.1
O=C(Nc1cc([N+](=O)[O-])ccc1C(=O)Nc1cccnc1)c1ccccc1,1.7

# Two entries from above, with bars between the fields.
compound | TbREL1 inh
Cc1cccc(CCNC(=O)c2ccc3c(c2)ncn3C2CCCCC2)c1 | -0.1
CCOc1ccc(C2=Nn3c(nnc3-c3ccccc3OC)SC2)cc1 | 3.2

# Other structures follow:
SMILES,TbREL1 inh
O=P(O)(CCc1ccccc1)C(O)c1ccccc1 (stereo unspecified),5.9
O=C(Nc1ccc(S(=O)(=O)N2CCCCC2)cc1)C1CC1,-1.1
CC(C)OC(=O)CSc1nnc(-c2ccc(Cl)cc2)n1N,0.0
COc1ccc(C(C)C)cc1S(=O)(=O)NCCCn1ccnc1,0.8
O=C(NC1CCCC1)C(=O)N(Cc1cccnc1)C(C(=O)NCc1ccco1)c1ccccc1F (stereo unspecified),-0.3
C=CCc1ccc(OCCCCN2CC(C)OC(C)C2)c(OC)c1 (stereo unspecified),-0.6
Cc1ccc(NC(=O)C2CC(O)CN2C(=O)OCc2ccccc2)c(C)c1 (stereo unspecified),-2.1
CC[C@]1(c2ccccc2OC)ON(c2ccccc2C(F)(F)F)C1=O,0.0
NC(=O)CC(NC(=O)Cc1ccc(Cl)cc1)c1ccc(N2CCC(Cc3ccccc3)CC2)c([N+](=O)[O-])c1 (stereo unspecified),3.6
Cc1ccc(C(=O)COC(=O)C(C)N2C(=O)C3C4CCC(C4)C3C2=O)cc1C (stereo unspecified),4.5

# Look-ups from the results shown.
# CC(C)OC(=O)CSc1nnc(-c2ccc(Cl)cc2)n1N | TbREL1 inh: 0.0
# Cc1ccc(NC(=O)C2CC(O)CN2C(=O)OCc2ccccc2)c(C)c1 (stereo unspecified) | TbREL1 inh: -2.1
# O=C(NC1CCCC1)C(=O)N(Cc1cccnc1)C(C(=O)NCc1ccco1)c1ccccc1F (stereo unspecified) | TbREL1 inh: -0.3

# Continued.
SMILES,TbREL1 inh
N#Cc1nc(COc2ccc(Br)cc2)oc1N1CCCCCC1,7.1
Cc1c(C#N)c2ccccc2n1CC(=O)NCCc1c[nH]c2ccccc12,-2.1
O=C(O)CCC(=O)Nc1ccc(-n2ccc(C(F)(F)F)n2)cc1,0.9
CC(=O)/C(C#N)=C1\NC(=O)C(Cc2ccc(C)c(C)c2)S1 (stereo unspecified),2.1
CCc1ccc(Nc2n[n+](-c3ccccc3)c(-c3ccc(N(CC)CC)cc3)s2)cc1,-2.1
Cc1cccc(NC(=O)CSCC(=O)Nc2cc(Cl)ccc2N2CCN(C)CC2)c1,-3.3
O=c1c2ccccc2nc(-c2cccs2)n1-c1ccc2ccccc2c1,0.8
O=C(COc1ccc2ccc(=O)oc2c1)c1ccccc1,-0.7
CN(C)Cc1c(O)ccc2[nH]cnc12,-3.5
COc1ccc(CN2CCSCC2)cc1O,3.0
CCOC(=O)c1c(C)[nH]c(C)c1C(=O)COC(=O)[C@@H](NC(=O)c1ccccc1OCC)C(C)C,-1.2
Cc1cc2nc(NC(=O)C3(C)CCN(C)C3)[nH]c2cc1C (stereo unspecified),0.6
O=c1c(-c2ccc(Oc3ccccc3)cc2)[n+]([O-])c2ccccc2n1OCc1ccccn1,6.4
COc1ccc(N2CCN(CCNS(=O)(=O)c3c(C(C)C)cc(C(C)C)cc3C(C)C)CC2)cc1,-3.5
CCOc1cc(C#N)ccc1OCC(=O)NNC(=O)CC1CCS(=O)(=O)C1 (stereo unspecified),7.6
O=C(c1c(O)cc(O)cc1O)C1c2c(cc(O)c3c2O[C@H](c2ccc(O)cc2)[C@@H](O)C3)OC1c1ccc(O)cc1 (stereo partly specified),5.6
CCOC(=O)CCc1c(C)c2ccc(OCC(=O)N(CC)CC)c(C)c2oc1=O,-2.3
O=C1OC(Cc2ccncc2)C(O)=C1C1=NCCCN1 (stereo unspecified),-4.7
Cc1[nH]c(=O)[nH]c(=O)c1/C=N/NC(=O)CCCCCNC(=O)OC(C)(C)C,1.1
O=C(CSc1nnc(NC(=O)C2CCC2)s1)Nc1ccccc1F,-1.0
CC1(C)CC(=O)c2sc(NS(=O)(=O)c3ccc(Cl)cc3)nc2C1,6.9
CC1(C)Cc2c(c(N3CCOCC3)nc3sc(C#N)c(N)c23)CS1,-2.6
CN(C)CCN1CCN(C2CN(C3CCCCC3)S(=O)(=O)C2)CC1 (stereo unspecified),4.2
COc1ccc(C(=O)NN=C2CCCC2)c(OC)c1,0.4
Cc1cc(NC(C)c2ccccc2)n2ncc(-c3ccccc3)c2n1 (stereo unspecified),-1.1
O=C(Nc1ccc2c(c1)C(=O)N(c1ccccc1)C2=O)C1CCCO1 (stereo unspecified),-1.8
C=C1CCN(c2ccc(C(=O)NCCC)cc2[N+](=O)[O-])CC1,-1.8
CCOC(=O)c1sc(NC(=O)C(C)(C)C)cc1C,4.9
CSc1nnc(-c2ccc(S(=O)(=O)N3CCOCC3)cc2)n1CC1CCCO1 (stereo unspecified),3.5
CC(C)(C)C(=O)NCCCc1ccccc1,5.4
Cn1c(=O)c2c(nc(NC(Cc3ccccc3)C(=O)O)n2Cc2ccccc2)n(C)c1=O (stereo unspecified),3.0
O=C(NNC(=O)c1sc2cccc(Cl)c2c1Cl)NC1CCCCC1,-5.7
CCOC(=O)c1c(C)n(C)c2ccc(OCC(O)CNC(CC)CO)cc12 (stereo unspecified),2.0
COc1ccc(OC)c(N(CC(=O)N2CCC(C)CC2)S(=O)(=O)c2ccc(OC)c(OC)c2)c1,-2.1
COc1ccccc1N1CCN(S(=O)(=O)c2ccc3c(c2)oc(=O)n3C)CC1,-2.0
Cn1c(SCC(=O)N2CCCC2=O)nc2ccccc21,-0.1
Cc1ccc(C(=O)N2CCN(S(=O)(=O)c3ccc(C)c([N+](=O)[O-])c3)C2)cc1,1.0
O=S1(=O)[C@H]2C[C@@H]3CC[C@]2(CN1Cc1cccc(F)c1)O3,7.7
Cc1nn(C)c(C)c1CN(C)C(=O)c1cc2n(n1)C(C(F)(F)F)CC(c1cccs1)N2 (stereo unspecified),-1.9
CCCCCC(=O)Nc1cccc(C2=NOC3(C2)C[C@H](C(N)=O)N(C(=O)[C@H]2CCC(=O)N2)C3)c1 (stereo partly specified),-0.8
CCC(C(=O)Nc1ccccc1)c1ccccc1 (stereo unspecified),-0.3
Cc1cc(NC(=O)CSc2nc3c(sc4ccccc43)c(=O)n2CCc2ccccc2)n[nH]1,0.6
O=C(CCN1C(=O)/C(=C/c2ccc(F)cc2)SC1=S)Nc1cccnc1,4.9
Cc1ccc(N2C(=O)CC(Sc3nc4ccccc4o3)C2=O)cc1Cl (stereo unspecified),5.0
COc1ccc(Cl)cc1C(=O)OCC(=O)NC1CCCC(C)C1C (stereo unspecified),-2.1
O=c1[nH]c(C2CCCCC2)nc2ccccc12,3.7
Cn1cc(Cl)nc1C(O)c1ccccc1 (stereo unspecified),-0.5
CCc1noc(C)c1C(=O)OCC(=O)NCc1ccccc1OC,-0.3
Cc1ccc(C(=O)Nc2ccon2)cc1S(=O)(=O)N1CCCCCC1,0.4
CC(C)CN1C(Nc2ccccc2)=NC[C@@H]1C,0.8

# Continuation.
SMILES,TbREL1 inh
COc1ccc(S(=O)(=O)Nc2ccc(S(=O)(=O)N3CCCCC3)cc2)cc1OC,0.9
COc1ccc(NC(=O)CCNS(=O)(=O)c2cc(Br)ccc2Br)cc1S(N)(=O)=O,2.2
COc1ccc(Cl)cc1-c1nc(SCC(=O)NC2CC2)n[nH]1,-1.9
Cc1cc(N2C(=O)C(=O)/C(=C(/O)c3ccc(F)cc3)C2c2ccc(Cl)cc2)no1 (stereo unspecified),5.6
Cn1cccc1C(=O)NC(=O)COC(=O)c1ccccc1O,-0.2
Cc1ccc2nsnc2c1S(=O)(=O)N1CCN(CCc2ccccc2)CC1,-4.1
Cc1cnc(C(=O)OCC(=O)NC(C)C)cn1,-0.1
Cc1ccc(-n2c(C)cc(/C=N/NC(=O)c3ccncc3)c2C)cc1,-1.4
COC(=O)c1c(C)n(-c2ccc(OC)cc2)c2ccc(O)cc12,4.2
OC(COc1ccc(Cl)cc1Cl)Cn1ccnc1 (stereo unspecified),-0.4
Cc1c(CN2CCC(C(=O)Nc3cccc(-c4cccc(Cl)c4)c3)CC2)cnn1C,6.0
COc1ccc(NC(=O)c2sc3cc(C(F)(F)F)cnc3c2-c2cccs2)cc1,6.0
Nc1nonc1-n1nnc(C(=O)N/N=C/c2cccc(F)c2)c1CN1CCCC1,-0.8
Cc1cc(O)c(C(C)C)cc1N=Cc1ccccc1O,-1.5
Cc1ccc(NC(=S)NNC(=O)CSc2nc3sc4c(c3c(=O)n2-c2ccccc2)CCCC4)cc1,-7.6
CCC1(c2ccccc2)NC(=O)N(CC(=O)Nc2ccccc2C(=O)NC2CC2)C1=O (stereo unspecified),1.9
NC[C@H](Cc1ccccc1)NCCc1cc(C(F)(F)F)cc(C(F)(F)F)c1,5.9
N#Cc1c(NC(=O)CSC2=NCCS2)sc2c1CCCC2,4.2
COc1ccc(CNC(=O)COC(=O)CCN2C(=O)C3CC=CCC3C2=O)cc1OC (stereo unspecified),-2.9
Cc1ccc(S(=O)(=O)N(C)C)cc1NC(=O)c1ccccc1SCC(=O)N1CCCC1,-1.9
Cc1ccc(C(=O)C2OC(=O)C(C)(C)C(=O)C2(C)C)cc1 (stereo unspecified),-1.0
COCCCNC(=O)/C(C#N)=C/c1cccc(NC(=O)c2ccccc2Cl)c1,0.6
Cc1ccc(S(=O)(=O)NCc2ccccc2Br)cc1,1.6
CCc1ccc(NC(=O)CSc2nnc(Cn3c(=O)sc4ccccc43)n2C)cc1,-0.5
O=C(C(Sc1ccccc1)c1ccccc1)N1CCN(c2ccccc2)CC1 (stereo unspecified),-1.5
COc1ccc(CN2C(=O)COc3ccccc3C2c2nnnn2C2CCCCC2)cc1 (stereo unspecified),-1.1
Cc1ccc(OCC(=O)O/N=C(\N)c2ccccn2)cc1,3.3
O=C(COC(=O)C1CCCCC1C(=O)N1CCc2ccccc21)NCc1ccco1 (stereo unspecified),-0.7
O=C(OCC(=O)N1CCN(c2ccccc2)CC1)c1ccco1,0.6
O=C(Cc1coc2cc(O)ccc12)NNC(=O)c1ccc(Br)s1,-0.8
